PfHsp40 yeast = compounds rescuing yeast from Plasmodium falciparum HSP40 toxicity; S. cerevisiae expressing PfHsp40, growth rescue, ATP luminescence; AID 504582; 0.68% of 340,000 active; growth rescue, % at 12.5 µM; in the data active = growth rescue above about 28%, passing the limit was not always enough; inconclusive = no clear call, values can overlap the other calls;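 note: yeast W303a lacking pdr1 and pdr3 grown in galactose medium; growth measured after three days at 30 °C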
BH1578 lux ind = quorum light induction in luxS cqsA deficient V. cholerae | V. cholerae BH1578 lux reporter, luminescence, 6 h | activation, % at 18.7 µM | 0.16% of 350,000 active | AID 588436; in the data active = activation mostly above about 9.7%, no sharp cut-off; inconclusive = no clear call, values can overlap the other calls; inactive = mostly below about 3.7%; note: not every result past the cut was called active; inactives centre near 0; reference of the scale not given here
VHR inh abs = blocks human VHR1 dual specificity phosphatase. P51452. inhibition, % at 13.3 µM. recombinant VHR phosphatase, pNPP absorbance. 0.52% of 290,000 active; in the data active = inhibition above about 50%; note: some compounds called inactive have numbers as strong as hits
MazEF act = MazEF (E. coli) toxin RNase activation. FAM/BHQ RNA-DNA oligo cleavage fluorescence, 5 h. activation, % at 20 µM. P0AE70. 0.32% of 350,000 active. AID 504720; in the data active = activation above about 50%
Target sequence (P0AE70 whole entry, looked up): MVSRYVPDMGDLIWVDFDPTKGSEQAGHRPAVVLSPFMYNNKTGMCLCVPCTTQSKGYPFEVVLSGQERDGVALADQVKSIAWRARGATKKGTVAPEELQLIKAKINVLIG
TcdB GH inh = blocks C. difficile toxin B glycohydrolase activity; P18177; TcdB glycohydrolase enzymatic assay, plate reader; inhibition, % at 9.99 µM; 0.24% of 350,000 active; AID 652162; in the data active = inhibition above about 10%
Yp Topo-I inh = Y. pestis Topo-I inhibition via cleavage products. Y. pestis Topo-I cleavage product accumulation, plate reader. activity, % at 10 µM. 0.064% of 360,000 active; in the data active = activity above about 50%, passing the limit was not always enough; inconclusive = no clear call, values can overlap the other calls; note: inactives centre near 2
SSB-PriA inh = inhibitors of Klebsiella pneumoniae PriA binding to SSB C-terminal tail. AlphaScreen SSBct-PriA binding, biotinylated peptide. inhibition, % at 33 µM. 0.6% of 430,000 active. AID 1272365; in the data active = inhibition mostly above about 37%, no sharp cut-off; inactive = mostly below about 20%;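 note: plate controls were negative control peptide for no effect and reference peptide for full effect; strong numbers were not always called active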
Rv3671c protease = Rv3671c (M. tuberculosis) protease inhibition. inhibition, % at 5.96 µM. 0.048% of 320,000 active. AID 2606; in the data active = inhibition above about 38%;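 note: extracellular domain of Rv3671c used as enzyme; 0% = enzyme with DMSO and 100% = no enzyme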
3CLpro inhibitor = SARS-CoV 3CLpro protease inhibition; P0C6X7; 0.14% of 290,000 active; inhibition, % at 6 µM; recombinant SARS-CoV 3CLpro, quenched FRET peptide cleavage; in the data active = inhibition above about 12%
Anthrax LF inh2 = inhibitors of Bacillus anthracis lethal factor protease | P15917 | multiplex microsphere protease cleavage assay, LF | inhibition, % at 10 µM | 0.12% of 360,000 active | AID 588501; in the data active = inhibition above about 30%; inconclusive = no clear call, values can overlap the other calls; note: plate controls were buffer without enzyme for full effect and enzyme alone for no effect
Target sequence (P15917 whole entry, looked up): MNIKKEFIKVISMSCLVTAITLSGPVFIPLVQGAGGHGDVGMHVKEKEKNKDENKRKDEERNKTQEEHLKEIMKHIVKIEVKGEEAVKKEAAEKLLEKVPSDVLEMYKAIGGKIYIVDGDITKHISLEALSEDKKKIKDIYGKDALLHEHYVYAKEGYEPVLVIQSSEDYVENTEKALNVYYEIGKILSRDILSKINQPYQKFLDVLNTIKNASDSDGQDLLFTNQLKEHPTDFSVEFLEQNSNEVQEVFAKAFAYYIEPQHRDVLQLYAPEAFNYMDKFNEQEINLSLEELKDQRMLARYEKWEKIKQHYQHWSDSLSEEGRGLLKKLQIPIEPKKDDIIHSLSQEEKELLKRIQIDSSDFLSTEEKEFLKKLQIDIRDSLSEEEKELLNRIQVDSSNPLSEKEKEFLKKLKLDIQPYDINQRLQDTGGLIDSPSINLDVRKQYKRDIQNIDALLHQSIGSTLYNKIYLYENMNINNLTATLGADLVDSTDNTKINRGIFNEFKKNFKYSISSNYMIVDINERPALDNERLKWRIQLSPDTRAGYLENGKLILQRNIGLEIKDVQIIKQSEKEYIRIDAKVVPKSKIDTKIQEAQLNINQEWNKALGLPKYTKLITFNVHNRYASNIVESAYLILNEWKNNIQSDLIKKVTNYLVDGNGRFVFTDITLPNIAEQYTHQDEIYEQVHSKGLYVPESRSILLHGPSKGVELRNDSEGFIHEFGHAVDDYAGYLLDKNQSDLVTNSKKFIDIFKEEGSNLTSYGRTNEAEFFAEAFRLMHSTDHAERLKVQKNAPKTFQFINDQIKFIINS
Starred values were filed as active, the others as inactive; i = inactive; ? = inconclusive; nt = not tested or not shown. Some of the compounds tested, so the mix of outcomes need not match the whole.

SMILES	PfHsp40 yeast	BH1578 lux ind	VHR inh abs	MazEF act	TcdB GH inh	Yp Topo-I inh	SSB-PriA inh	Rv3671c protease	3CLpro inhibitor	Anthrax LF inh2
COc1ccc(N(CC(=O)N2CCOCC2)S(=O)(=O)c2ccccc2)cc1Cl	-1.9	-0.7	18	4	-0.2	-8	-8	5	-2	-6
CCOC(=O)Nc1cccc(Nc2ccccc2)c1	0.2	1.2	-1	0	nt	-4	-1	-6	2	4
O=C(CCC(=O)N1CCN(C(=O)c2ccco2)CC1)c1ccc(F)cc1	-0.5	-0.2	18	-12	0.5	-10	-7	-3	2	-4
CCOC(=O)C1CCN(S(=O)(=O)c2ccc(NC(=O)OC)cc2)CC1	-1.4	nt	5	0	nt	-3	-10	4	-7	0
O=C(Cn1c(NCCO)nc2ccccc21)c1ccc([N+](=O)[O-])cc1	-1.3	i	6	2	0.2	-8	8	-1	1	6
COc1ccc([C@H]2CC(=O)C=C(c3cccc(Br)c3)C2)cc1OC	16	0.2	nt	-4	0.7	13	-7	-3	nt	1
CCCCNc1c([N+](=O)[O-])cc(C(=O)O)cc1[N+](=O)[O-]	0.7	-0.7	-4	8	nt	-2	-1	-1	4	-1
O=C(O)[C@H](Cc1ccccc1)NC(=O)N1CCOCC1	1.2	nt	8	-6	nt	3	1	-1	-2	4
COc1ccc(NC(=O)c2cc(S(=O)(=O)N3CCCCC3)c[nH]2)cc1	-0.5	-0.2	-18	-2	1.0	3	-15	-9	-3	4
Nc1cc(=O)[nH]c(=O)n1CCCc1ccccc1	2.4	0.4	nt	-4	1.1	-1	-12	-47	-6	8
COc1ccc(C(CCN2CCCC2)c2c(OC)cc(OC)c3c(-c4ccccc4)cc(=O)oc23)cc1 (stereo unspecified)	-1.7	7.3	26	16	1.4	-4	20	2	nt	1
CCN(CC)CC(=O)Nc1scc2c1c(=O)oc1ccccc12	-1.0	-0.6	5	-6	1.5	9	-10	5	3	-5
Cc1ccccc1NC(=O)C1CCCN(C(=O)NCc2ccccc2)C1 (stereo unspecified)	-1.2	0.0	15	5	2.4	7	-9	2	6	-1
Cc1nn(C)c(Cl)c1C(=O)NC(C(=O)O)c1ccccc1 (stereo unspecified)	-0.1	0.9	5	11	0.9	3	9	3	2	-2
CN(C)CCCN=Cc1c(O)n(CCc2ccc(F)cc2)c(=O)[nH]c1=O	-0.3	nt	45	-5	nt	-6	-8	-3	3	3
C=CCC[C@@H](Cc1ccc(F)cc1)C(=O)OCCNC(=O)[C@@H](CC=C)CC(=O)N[C@@H](CO)Cc1ccccc1	0.4	i	nt	-2	-0.2	28	-7	-1	nt	-10
COc1ccc(CCNC(=O)Cn2c(=O)n(-c3ccc(C)c(F)c3)c(=O)c3sccc32)cc1OC	0.3	-2.4	-10	0	-0.7	-1	-7	3	-1	9
C=C(C)CSc1nnc([C@@H]2CCCN2)o1	-0.3	-0.4	-4	-5	0.6	1	-11	-4	-3	18
Cc1cc2nn(-c3ccc(F)cc3)nc2cc1N	-0.9	0.4	4	9	-2.3	-7	8	-2	-2	-8
CC(C)=CCN1CCN(Cc2cccc3c2OCO3)CC1CCO (stereo unspecified)	-1.6	-0.7	22	2	1.1	1	-1	1	3	-8
CCOC(=O)Cc1nnc(NC(=O)C(CC)Sc2nncn2C)s1 (stereo unspecified)	-0.4	nt	-10	11	0.4	6	-11	1	2	4
COc1ccc(/C=N/NC(=O)Nc2cccc3nsnc23)cc1	-0.4	1.4	-1	-21	2.3	-3	nt	3	1	1
CCOc1ccc(S(=O)(=O)Nc2ccc(C(=O)NCC(c3ccccc3)N(C)C)cc2)cc1 (stereo unspecified)	1.5	i	13	10	1.0	-2	-1	-2	1	-2
COc1ccc(CC(=O)NCc2ccco2)cc1OC	-2.6	-1.4	3	15	1.3	2	-10	12	-4	-4
O=C(c1ccncc1)N1CCN(S(=O)(=O)c2ccc(OC(F)(F)F)cc2)CC1	-0.6	i	nt	5	-0.7	-9	-5	5	nt	-3
CC1C/C(=N/Nc2ccc([N+](=O)[O-])cc2[N+](=O)[O-])CC(C)(C)C1 (stereo unspecified)	0.4	i	-1	3	nt	-14	nt	9	2	-1
O=C(CN1CCCCC1)Nc1cc(Cl)ccc1Cl	-0.5	-0.3	-12	-3	nt	-6	-7	-11	-3	-2
O=C1c2ccc3c4c(ccc(c24)C(=O)N1c1ccc2ccccc2c1)CC3	-0.1	1.3	2	12	nt	-3	0	-5	2	-1
COc1ccc(NC(=O)c2ccc(Cc3ccc(C)cc3)o2)cc1	3.8	i	-9	8	nt	18	-10	-2	6	-8
Cc1occc1-c1nnc(SCC(=O)N2CCCCC2C)o1 (stereo unspecified)	-1.6	i	nt	0	2.9	1	4	4	nt	2
Cc1ccc(C2=NC3(CCCCC3)N=C2SCC(=O)Nc2ccc3c(c2)OCCO3)cc1	1.4	-0.4	-4	2	0.8	20	-1	-6	5	2
CN1C(=O)N(C)C(=O)C2(Cc3cc([N+](=O)[O-])ccc3N(C)C2c2ccccc2)C1=O (stereo unspecified)	-0.9	-2.1	17	-8	0.9	8	3	1	3	0
Cc1cc(=O)oc2cc(OCC(=O)N/N=C/c3cc([N+](=O)[O-])ccc3O)ccc12	-1.7	i	nt	-12	nt	3	nt	2	-1	3
CC(Sc1nnc(-c2ccccc2F)n1N)C(=O)NCC1CCCO1 (stereo unspecified)	-0.5	-0.3	nt	-2	2.7	10	-2	-1	nt	0
O=C1CCCC2=C1C(c1ccc(O)cc1)c1c(ccc3ccccc13)N2 (stereo unspecified)	0.5	i	33	-14	-5.9	-17	-7	4	6	-3
CSc1ncccc1C(=O)Nc1cccc(S(=O)(=O)N2CCOCC2)c1	-0.6	-1.0	nt	-5	1.0	-2	3	2	nt	-6

Single entries from the entries so far:
`O=C(O)[C@H](Cc1ccccc1)NC(=O)N1CCOCC1` – MazEF act = -6
`CCOC(=O)Nc1cccc(Nc2ccccc2)c1` – Anthrax LF inh2 = 4

Further entries follow:
SMILES	PfHsp40 yeast	BH1578 lux ind	VHR inh abs	MazEF act	TcdB GH inh	Yp Topo-I inh	SSB-PriA inh	Rv3671c protease	3CLpro inhibitor	Anthrax LF inh2
C=CCn1cnc2scc(-c3ccc(C)cc3)c2c1=O	-0.4	i	16	-5	1.6	-3	-28	0	2	-4
CCC(C)NC(=O)C(Cc1ccccc1)n1cccc1 (stereo unspecified)	0.1	0.8	24	6	1.8	1	-1	-4	-1	-7
Cc1ccc2nsnc2c1NC(=O)COc1ccccc1	-0.2	-0.4	-7	-4	-1.0	3	-13	13	0	-4
Cc1cc(OC(C)C(=O)NCc2ccccn2)c2c(C)cc(=O)oc2c1 (stereo unspecified)	0.7	-0.4	11	5	1.1	3	-11	-10	-2	1
O=C(NC(=S)Nc1ccc(-c2ccccc2)cc1)c1ccccc1	0.7	-2.7	nt	-6	-0.5	1	-4	nt	nt	-4
CC1(C(=O)Nc2ccc3c(c2)OCO3)Cc2c(-c3cccc(C(F)(F)F)c3)ccnc2O1 (stereo unspecified)	nt	-0.3	nt	nt	-0.7	41	nt	nt	nt	1
CCCC(=O)Nc1ccc(NC(=S)NC(=O)c2ccccc2[N+](=O)[O-])cc1	-0.4	-0.3	-1	8	2.2	-1	-7	-12	4	0
COc1cc(NC(=O)CSc2nc(C)c(C)c(C)n2)c(C)cc1[N+](=O)[O-]	-0.2	-0.3	36	-15	0.5	-9	4	-8	-7	-5
C/C(=N/NS(=O)(=O)c1ccc(Cl)cc1)c1cccc(NC(=O)c2ccc(Cl)cc2Cl)c1	1.0	i	17	2	nt	1	nt	-123	-6	0
O=C(CCl)N(CCCNC(=O)C(F)(F)F)c1ccc([N+](=O)[O-])cc1	0.1	i	35	0	0.3	4	-4	-2	10	9
O=C(NNC(=S)Nc1cccc(C(F)(F)F)c1)c1ccccc1Cl	?	-0.7	-7	-15	-0.1	3	-10	-6	5	-5
Cc1cccc(NC(=O)C(CC(C)C)NC(=O)C2CCC(C)CC2)n1 (stereo unspecified)	0.0	-4.3	21	-19	1.1	6	-4	5	8	-7
CSc1nn2cc(CCN3CCOCC3)c(-c3ccc(F)cc3)nc2c1C#N	1.2	1.6	17	10	0.6	2	7	1	-2	-2
COc1ccc(C(CNC(=O)c2cc3c(s2)CCC(C)C3)N2CCOCC2)cc1 (stereo unspecified)	-0.4	i	nt	-5	1.6	13	-2	-8	nt	2
COC(=O)c1cc(NC(=O)c2ccccc2)c(=O)oc1C/C=N\OCc1ccc(Cl)cc1Cl	-0.6	-0.8	-8	-74	nt	10	nt	-3	7	2
CN(C)CCn1cnc2c1c(=O)[nH]c(=O)n2Cc1ccccc1	-0.7	-7.7	nt	3	-1.4	-4	-8	1	2	5
CC(C)C[C@H](NC(=O)N1c2ccccc2NC(=O)[C@@H]1C(C)C)C(=O)N1CCC[C@@H]1C(=O)O	-0.8	-0.5	5	1	0.0	2	-3	2	0	-6
CC1CCCCN1C(=O)CSc1nc2ccccc2n1CC(=O)N1CCc2ccccc21 (stereo unspecified)	0.1	-0.2	28	-12	nt	-8	2	-6	2	-1
Cc1ccc(CN2CCN(/N=C/c3ccc(C(F)(F)F)cc3)CC2)c(C)c1	1.2	-0.4	2	-3	1.3	3	nt	-8	-2	-8
CCOc1cc2[nH]c(=O)n(CCCCC(=O)NCc3ccco3)c(=O)c2cc1OCC	-1.2	nt	-1	1	nt	1	-26	3	1	-1
COc1ccc(C(=O)C2CCCN(C(=O)c3csc(C(C)=O)c3)C2)c(C)c1 (stereo unspecified)	-1.3	-0.4	16	3	0.2	7	2	3	-1	0
Cc1ccsc1C(=O)N1CCC1(C)C(=O)NS(=O)(=O)c1ccc(Br)cc1 (stereo unspecified)	nt	0.7	nt	nt	-0.3	8	nt	nt	nt	-1
Cc1cc2ncn(CS(C)(=O)=O)c2cc1C	-1.6	-0.2	8	-6	0.7	6	3	10	-3	-4
Cc1nc(NC(=O)C(Cl)Cl)sc1C(=O)N(C)C	-0.5	i	7	2	nt	-2	-22	-4	2	0
Cc1ccc(-c2noc(CCC(=O)NCCc3ccccc3Cl)n2)cc1	1.7	0.4	-2	-5	nt	27	-13	6	1	-3
COc1ccc(-c2noc(CCC(=O)Nc3cccc(C)c3)n2)cc1	-0.6	-0.9	27	-8	nt	-9	-26	3	0	-3
C[N+](C)(C)CC(=O)N1CCN(c2ccc3ccccc3n2)CC1	-0.8	0.6	23	7	0.0	2	4	nt	1	10
COC(=O)[C@H](Cc1c[nH]c2ccccc12)NC(=O)Cc1c[nH]c2ccccc12	-0.5	-5.6	12	4	1.7	1	18	-3	-7	7
O=C(Cc1c(F)cccc1Cl)NCCCn1ccnc1	0.4	i	13	4	nt	9	2	-6	38*	-6
COc1ccc(CN2[C@@H](CC(=O)O)c3cc(F)ccc3S2(=O)=O)cc1	-0.7	i	nt	4	2.3	-11	4	-6	nt	4

5 records drawn at random from the list so far:
SMILES	PfHsp40 yeast	BH1578 lux ind	VHR inh abs	MazEF act	TcdB GH inh	Yp Topo-I inh	SSB-PriA inh	Rv3671c protease	3CLpro inhibitor	Anthrax LF inh2
COc1ccc(CN2[C@@H](CC(=O)O)c3cc(F)ccc3S2(=O)=O)cc1	-0.7	i	nt	4	2.3	-11	4	-6	nt	4
Cc1ccc(-c2noc(CCC(=O)NCCc3ccccc3Cl)n2)cc1	1.7	0.4	-2	-5	nt	27	-13	6	1	-3
COC(=O)[C@H](Cc1c[nH]c2ccccc12)NC(=O)Cc1c[nH]c2ccccc12	-0.5	-5.6	12	4	1.7	1	18	-3	-7	7
C[N+](C)(C)CC(=O)N1CCN(c2ccc3ccccc3n2)CC1	-0.8	0.6	23	7	0.0	2	4	nt	1	10
COc1ccc(-c2noc(CCC(=O)Nc3cccc(C)c3)n2)cc1	-0.6	-0.9	27	-8	nt	-9	-26	3	0	-3
